PI4K2A inh – inhibitors of human PI4K2A; Q9BTU6; purified PI4K2A, ADP-Glo luminescence, 1 h; stronger effect = lower value; activity change, negative = inhibition, % at 76.9 µM; 0.13% of 420,000 active; in the data active = activity change below about -50%; inconclusive = mostly about -30% to -49%;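 note: -100% = wells without enzyme as full effect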
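In this quantitative HTS, ADP production by PI4K2A was quantified luminescently after 1 h at ambient temperature; 100 microM adenosine served as plate-quality control.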
RGS4 inhibitor – inhibitors of human regulator of G protein signaling 4. Potency, µM (highest dose often 114 µM), for inactives: top-dose activity change, negative = inhibition, hits mostly inhibitors. 0.039% of 390,000 active. AID 504845. P49798. Transcreener GDP fluorescence polarization, RGS4-accelerated GTP hydrolysis; note: potency is the fitted concentration of half-maximal effect; % is set by controls: 0 for no effect and ±100 for the full control effect; nearly all actives have a fitted effect of over 75% in size; some results filed as inactive show a strong effect at the top dose
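MLSMR compounds (23 nl, pin-transferred) preincubated 10 min at room temperature with a 500nM (2x) first reagent, then RGS4 at 900nM (2x) plus Transcreener GDP mix added; fluorescence polarization (620/688 nm) read before and after 90 min at 30 °C.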
JMJD2A Tudor – blocks the human JMJD2A Tudor domain; AlphaScreen JMJD2A-Tudor / H3K4me3 peptide binding; Potency, µM (series often up to 114 µM), for the others: at the highest dose activity change, negative = inhibition, actives largely listed as inhibitors; 4.4% of 390,000 active; note: potency is the fitted concentration of half-maximal effect; % is set by controls: 0 for no effect and ±100 for the full control effect; nearly all actives have a fitted effect of over 50% in size
ALOX12 inh – blocks human arachidonate 12S-lipoxygenase; P18054; purified 12hLO, xylenol orange hydroperoxide absorbance; AID 1671190; 1.1% of 580,000 active; Potency, µM (series often up to 108 µM), for the others: at the highest dose activity change, negative = inhibition, usual class: inhibitors; note: potency is the fitted concentration of half-maximal effect; % is set by controls: 0 for no effect and ±100 for the full control effect
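Purified human 12hLO at 150 nM in 25 mM Hepes, 0.01% Triton X-100, pH 7.0, preincubated 15 min at room temperature with compound. Reaction started with 40 uM arachidonic acid, 30 min at room temperature. Hydroperoxide measured by Fe-xylenol orange, 573/405 nm absorbance ratio.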
G9a block – blocks human histone lysine methyltransferase G9a | Q96KQ7 | G9a H3K9 monomethylation, AlphaScreen, 2 h | Potency, µM (top dose mostly 102 µM), for the others: at the highest dose activity, negative = inhibition, actives largely listed as inhibitors | 8.8% of 350,000 active | AID 504332; note: potency is the fitted concentration of half-maximal effect; % is set by controls: 0 for no effect and ±100 for the full control effect; nearly all actives have a fitted effect of over 75% in size
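Quantitative HTS format: methyltransferase activity on a biotin-tagged H3K9 peptide is measured by AlphaScreen, using a rabbit anti-monomethyl-H3K9 antibody with streptavidin donor and anti-IgG acceptor beads. Final levels are 20 nM enzyme, 500 nM peptide, 20 uM SAM; 2 h RT.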
GLS inh – glutaminase GLS (human) inhibition. 0.21% of 410,000 active. GLS enzymatic activity, qHTS titration. AID 624170. O94925. Potency, µM (titrated, usually from 45.5 µM), inactives show at the highest dose activity change, negative = inhibition, hits mostly inhibitors; note: potency is the fitted concentration of half-maximal effect; % is set by controls: 0 for no effect and ±100 for the full control effect
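Compounds were pin-transferred onto hKGA, after which L-glutamine (1 mM solution) and a detection mix of glutamate oxidase, HRP and Amplex Red were added. Initial and 30 min RT fluorescence reads were collected.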
BAZ2B inh – BAZ2B (human) inhibition | Q9UIF8 | AlphaScreen BAZ2B-H3K14Ac peptide displacement | Potency, µM (top dose mostly 114 µM), without a hit: at the highest dose activity change, negative = inhibition, hits mostly inhibitors | 4.4% of 360,000 active | AID 504333; note: potency is the fitted concentration of half-maximal effect; % is set by controls: 0 for no effect and ±100 for the full control effect; nearly all actives have a fitted effect of over 60% in size
Target sequence (Q9UIF8 whole entry, looked up): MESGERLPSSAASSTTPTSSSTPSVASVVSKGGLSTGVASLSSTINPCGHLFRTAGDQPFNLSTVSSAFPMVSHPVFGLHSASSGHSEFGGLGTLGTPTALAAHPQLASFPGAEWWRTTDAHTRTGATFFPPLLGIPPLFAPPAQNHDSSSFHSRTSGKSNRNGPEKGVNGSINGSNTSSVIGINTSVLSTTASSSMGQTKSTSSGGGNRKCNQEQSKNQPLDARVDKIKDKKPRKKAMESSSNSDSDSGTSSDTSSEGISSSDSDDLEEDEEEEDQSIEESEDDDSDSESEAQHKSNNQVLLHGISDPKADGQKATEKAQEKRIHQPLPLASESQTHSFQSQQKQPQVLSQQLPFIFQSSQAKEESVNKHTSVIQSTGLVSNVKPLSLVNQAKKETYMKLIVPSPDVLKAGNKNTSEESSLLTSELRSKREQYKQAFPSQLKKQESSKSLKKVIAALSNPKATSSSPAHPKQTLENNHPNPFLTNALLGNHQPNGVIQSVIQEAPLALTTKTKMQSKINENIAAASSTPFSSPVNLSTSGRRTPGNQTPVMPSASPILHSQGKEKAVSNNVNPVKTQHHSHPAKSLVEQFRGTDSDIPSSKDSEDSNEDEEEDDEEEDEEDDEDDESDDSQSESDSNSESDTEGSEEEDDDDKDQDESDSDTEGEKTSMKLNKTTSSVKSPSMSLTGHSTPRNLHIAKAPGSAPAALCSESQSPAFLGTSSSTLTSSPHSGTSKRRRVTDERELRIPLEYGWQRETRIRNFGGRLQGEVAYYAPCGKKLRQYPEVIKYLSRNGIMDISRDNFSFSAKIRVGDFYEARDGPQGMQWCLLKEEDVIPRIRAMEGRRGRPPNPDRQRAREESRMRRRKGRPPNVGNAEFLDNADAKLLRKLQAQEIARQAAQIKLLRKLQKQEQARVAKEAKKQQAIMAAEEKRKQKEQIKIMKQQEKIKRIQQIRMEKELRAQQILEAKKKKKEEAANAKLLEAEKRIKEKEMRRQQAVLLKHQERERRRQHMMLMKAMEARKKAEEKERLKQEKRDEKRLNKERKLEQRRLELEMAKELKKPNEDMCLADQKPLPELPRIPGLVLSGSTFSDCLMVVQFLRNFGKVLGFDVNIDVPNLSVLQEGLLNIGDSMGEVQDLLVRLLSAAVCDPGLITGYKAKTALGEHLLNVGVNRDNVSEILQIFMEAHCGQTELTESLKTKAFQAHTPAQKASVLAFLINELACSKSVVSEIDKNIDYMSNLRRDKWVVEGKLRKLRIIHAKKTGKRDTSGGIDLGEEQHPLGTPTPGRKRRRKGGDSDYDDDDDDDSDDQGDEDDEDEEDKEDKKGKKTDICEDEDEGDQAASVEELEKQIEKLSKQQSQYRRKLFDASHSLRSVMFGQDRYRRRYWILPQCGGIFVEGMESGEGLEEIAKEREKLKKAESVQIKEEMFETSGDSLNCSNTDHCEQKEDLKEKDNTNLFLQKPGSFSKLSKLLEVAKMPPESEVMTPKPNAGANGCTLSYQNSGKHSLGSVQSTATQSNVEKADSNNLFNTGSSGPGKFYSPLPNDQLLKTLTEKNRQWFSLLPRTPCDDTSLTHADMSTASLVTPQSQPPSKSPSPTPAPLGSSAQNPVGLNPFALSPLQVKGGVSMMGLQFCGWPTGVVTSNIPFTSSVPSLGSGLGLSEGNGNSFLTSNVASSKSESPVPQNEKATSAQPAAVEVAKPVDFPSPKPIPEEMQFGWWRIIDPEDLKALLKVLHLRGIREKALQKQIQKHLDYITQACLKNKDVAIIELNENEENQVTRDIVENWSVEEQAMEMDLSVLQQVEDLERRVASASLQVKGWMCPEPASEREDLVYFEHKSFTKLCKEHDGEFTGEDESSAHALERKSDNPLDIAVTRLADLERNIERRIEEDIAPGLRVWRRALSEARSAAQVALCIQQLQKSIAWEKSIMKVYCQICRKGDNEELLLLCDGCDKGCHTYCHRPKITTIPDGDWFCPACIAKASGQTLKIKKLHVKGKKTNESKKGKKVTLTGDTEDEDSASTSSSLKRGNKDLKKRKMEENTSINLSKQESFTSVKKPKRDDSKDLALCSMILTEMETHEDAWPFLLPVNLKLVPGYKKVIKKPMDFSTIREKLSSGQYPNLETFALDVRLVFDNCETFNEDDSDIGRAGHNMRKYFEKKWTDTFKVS
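AlphaScreen displacement: compounds (up to 110uM) incubated 30 min at room temperature with a preformed 50 nM BAZ2B/50 nM biotinylated H3K14Ac peptide complex in PBS pH 7.4 with Tween-20. Donor and acceptor beads at 10 ug/mL final added, 20 min light-protected before reading.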
ERG-DNA inh – blocks human ERG Ets domain binding to DNA | fluorescence polarization, His-ERG Ets domain / labelled DNA | Potency, µM (top dose mostly 76.9 µM), for inactives: at the highest dose FP activity, negative = inhibition, hits mostly inhibitors | 0.028% of 370,000 active | AID 624246; active = well fitted inhibition curve with a large enough effect in the polarisation, with a control signal flat; inconclusive = small, poorly fitted or top-dose-only effect, or effect the other way, or a change in a side signal; inactive = no such curve, though single readings can be large or run the other way; the % refers to the polarisation;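 note: polarization taken with two DNA probes labelled with fluorescein and Texas red; potency is the fitted concentration of half-maximal effect; % of control where 0% means no effect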
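His-tagged ERG Ets domain (1 uM in the protein solution; 300mM KCl, 50mM Tris-HCl, 1mM EDTA, 1mM DTT, pH 7.5) received compound, then a probe mix of 5 nM fluorescein-DNA and 100nM Texas-615-DNA. Fluorescence polarization was read for both dyes.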
HP1b binding inh – blocks HP1-beta chromodomain binding to methylated histone tails; AlphaScreen HP1-beta / biotin-H3K9me3 peptide binding; AID 540317; P83916; 0.56% of 390,000 active; Potency, µM (titrated, usually from 114 µM), inactives show top-dose activity change, negative = inhibition, hits mostly inhibitors; note: potency is the fitted concentration of half-maximal effect; nearly all actives have a fitted effect of over 70% in size; inactives centre near 23
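HP1-beta protein (50 nM final) preincubated 30 min at room temperature with biotinylated H3(1-18)K9me3 peptide (50 nM) in PBS pH 7.4, 0.01% Tween-20, then compound added for 30 min. AlphaScreen streptavidin donor/nickel chelate acceptor beads (10 ug/mL final), 30 min dark, luminescence read.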
* = called active by the depositor; i = inactive; ? = inconclusive; nt = no result given; & = joins results of further samples; [ ] = dose if it differs, or a comment. Unless noted, calls come from the whole dose curve; as a rule, active = well fitted curve in the direction sought with a large enough effect; inconclusive = small, poorly fitted or top-dose-only effect, or another doubt; inactive = no such curve, though single readings can be large; an effect the other way counts as inactive or inconclusive. The list is partial; the hit share may differ from the screen's.

Fields – PI4K2A inh, RGS4 inhibitor, JMJD2A Tudor, ALOX12 inh, G9a block, GLS inh, BAZ2B inh, ERG-DNA inh, HP1b binding inh
- COC(=O)c1nc2ccc(C)cn2c1F
    1, 5%, -13%, 0%, -9%, 2%, 0%, 1%, 29%
- COc1ccc(CCC(C)NCc2ccc(F)cc2)cc1 (configuration not stated)
    -2, 10%, -35%, 22%, nt, 2%, 5%, 0%, 40%[activator]
- O=C(COc1ncnc2sccc12)NC1CCCCC1
    2, 25%, -8%, -16%, -25%, 5%, 5%, -9%, 9%
- CCOC(=O)c1csc(-n2nc(C)cc2C(F)(F)F)n1
    2, -19%, 0%, -3%, -4%, -8%, 6%, -8%, 21%
- Cc1ccc(CN2CCN(/N=C/c3ccc(C(=O)O)cc3)CC2)c(C)c1
    3, 5%, -11%, 1%, ?, 13%, ?, -1%, 8%
- COc1ccc(OC)c(NC(=O)CCn2cccn2)c1
    2, 9%, -6%, 6%, 10%[59 µM], -1%, -16%, -3%, 31%
- CCOc1cccc(C2C(C(=O)c3cccs3)=C(O)C(=O)N2Cc2cccnc2)c1 (configuration not stated)
    2, 15%, -13%, -4%, 56µM*, 9%, -29%, 5%, 30%
- COc1nc(-c2ccccc2)ccc1-c1noc(-c2cccs2)n1
    -5, -31%, -11%, 51%[activator], nt, 5%, nt, 1%, 41%[activator]
- CC(=O)N1CCn2c3c(c4cc(C)ccc42)CCCC31 (configuration not stated)
    -4, 1%, -33%, -12%, -10%[12.7 µM], 16%, 35µM*, 3%, -19%
- COc1cc(CSc2nc(-c3ccccc3)cc(=O)[nH]2)cc(OC)c1
    -1, 3%, -12%, nt, 20%, 2%, -4%, 8%, 1%[57 µM]
- CN(Cc1nnc(SCC(=O)NCCc2ccccc2)n1C)S(=O)(=O)c1ccccc1
    0, 15%, -20%, -19%, 23%[59 µM], 5%, 10%, 3%, 18%
- CCOC(=O)N1CC(C)N(C(=S)Nc2ccccc2)CC1C (configuration not stated)
    1, -10%, -6%, -22%, nt, -1%, nt, 0%, 20%[57 µM]
- CCOC(=O)C1=C(COC(=O)/C=C/c2ccc(OC)c(OC)c2)NC(=O)NC1C (configuration not stated)
    -3, 15%, -11%, ?, -5%, 10%, 7%, 1%, 12%
- O=S(=O)(Nc1cccc(S(=O)(=O)N2CCCCC2)c1)c1ccc(Cl)s1
    5, -14%, ?, -19%, nt, 4%, nt, ?, 18%
- COc1ccccc1N1CCN(S(=O)(=O)c2ccc(F)cc2)CC1
    1, 30%, -11%, -5%, ?, 5%, ?, -6%, 12%
- Cc1ccc(C(=O)Nc2ccccc2N2CCCC2)cc1S(=O)(=O)N1CCOCC1
    4, -5%, -29%, -12%, 6%[12.7 µM], 31%[activator], ?, 0%, 8%
- Cc1[nH]c2ccccc2c1/C=N\NC(=O)Cn1nnc(-c2ccccc2)n1
    1, 16%, -8%, 0%, 21%[59 µM], -2%, -8%, -1%, 26%
- CN1C[C@@H]2C(c3ccc(Cl)nc3)C3(c4ccc(C#N)cc4)CC2(C3)[C@H]1c1ccccc1 (some centres not stated)
    -9, -8%, ?, ?, -3%[59 µM], 10%, -22%, -7%, 2%
- COc1cccc(OCCCn2ccnc2)c1
    -1, 8%, -24%, ?, nt, 1%, -3%, -6%, 29%
- COc1ccccc1CN1C[C@@H]2C[C@@H](c3ccc(C)cc3)N3CCC[C@@]23C1=O
    -8, -27%, -11%, -2%, -23%, -7%, -3%, -1%, 35%
- COc1cc(OC)cc(N(C(=O)CNC(=O)c2cccs2)C(C(=O)NCC2CCCO2)c2ccccc2)c1 (configuration not stated)
    2, -22%, -2%, 7%, 22%, 8%, -1%, -14%, 34%
- COc1cc2c(cc1O)C(Cc1ccc(O)cc1)[N+](C)([O-])CC2 (configuration not stated)
    -3, -9%, -4%, 6%, 12%[12.7 µM], 27%, 7%, -1%, 40%[activator]
- COc1ccc(C(CNC(=O)c2[nH]c(C)c(C(C)=O)c2C)N2CCOCC2)cc1 (configuration not stated)
    -2, -28%, -4%, 18%, 3%[59 µM], -5%, ?, 5%, 28%
- COc1ccc(C2NC(=O)N(C)C3=C2C(=O)N(c2cccc(C(=O)O)c2)C3)cc1 (configuration not stated)
    3, 13%, ?, -23%, -27%[59 µM], -1%, -11%, -5%, 19%
- COc1ccc(CCNC(=S)NC2CCN(Cc3ccccc3)CC2)cc1
    -4, -26%, -17%, -7%, 25µM*, -6%, -20%, 1%, -1%
- O=C(O)CCc1nc(-c2ccc(Cl)cc2)no1
    -4, 11%, -11%, i, 16%[59 µM], 1%, 5%, 6%, 51%[activator]
- Cc1sc2nc(CN3CCCC3)nc(N3CCN(S(=O)(=O)c4ccccc4)CC3)c2c1C
    -2, 4%, -32%, -2%, ?, 6%, -22%, 4%, 12%
- O=C(c1ccc(Br)o1)N1CCN(c2ccccc2F)CC1
    1, 26%, -12%, -1%, ?, 12%, -31%, -1%, 6%
- CCC(C)NS(=O)(=O)c1ccc(NC(=O)c2cccs2)cc1 (configuration not stated)
    7, -7%, -3%, -3%, 2%, 1%, -4%, 5%, 50%[activator]
- Cc1nn(CCC(N)=S)c2nc(-c3cccs3)cc(C(F)(F)F)c12
    4, -22%, -10%, ?, 10µM*, -24%, -20%, 14%, -20%
- O=C(CSc1n[nH]c(-c2ccccc2)n1)N1CCN(c2ccccc2F)CC1
    -2, -2%, -16%, -6%, 10%[59 µM], 8%, -2%, 9%, 11%[57 µM]
- CCOc1ccc(NC(=O)c2ccccn2)cc1
    ?, 4%, 16µM*, -11%, -4%[59 µM], 9%, 8%, -5%, 18%
- CSCCC(C(=O)NCc1cccs1)N1C(=O)c2ccccc2C1=O (configuration not stated)
    3, -10%, -16%, 12%, 8%[59 µM], 42%[activator], 5%, -9%, 3%
- COc1ccc(CCNC(=O)COC(=O)c2cncc(Br)c2)cc1OC
    6, -12%, 1%, -6%, nt, -8%, nt, 9%, 49%[activator]
- Cc1ccc2c(C(=O)CN3CCC4(CC3)OCCO4)c(C)[nH]c2c1
    -1, -37%, 0%, -25%, 12%[59 µM], 0%, -3%, -3%, 42%[activator]
- COCCN1Cc2cccc(C(=O)Nc3ccccc3OC)c2C1=O
    -16, -9%[11.4 µM], 2%[11.4 µM], -20%, 22%[59 µM], -20%, 10%, -22%, -8%
- Cc1c(C(=O)N2CCCC2)sc(NC(=O)c2cccs2)c1C#N
    -4, -6%, -3%, -3%, 11%[12.7 µM], -2%, 2%, nt, 24%
- Cc1nn(-c2ccccc2)c(C)c1NC(=O)COC(=O)c1ccc(O)cc1O
    5, -4%, -12%, ?, -10%[0.501 µM], 9%, -7%, -6%, 29%
- CN(CCc1ccccc1)C(=O)c1cccc(NC(=O)Cc2cccc(NC(=O)C3CCN(C(=O)C4CC4)CC3)c2)c1
    0, 5%, -14%, -47%, nt, 6%, nt, 6%, 20%
- COc1ccc(CNC(=O)CN(C(=O)c2csnn2)c2cccc(F)c2)cc1
    1, -6%, 11%, -2%, 16%, -9%, -14%, -3%, -22%
- Cc1ccccc1NC(=O)CC1C(=O)NCCN1C(=O)c1cccc(Cl)c1 (configuration not stated)
    3&3, 20%&-9%, -13%&6%, 1%&-7%, 10%[59 µM], 2%&-5%, 19%&1%, -9%&-1%, 11%&38%
- O=C(CSc1nnc(CN2CCOCC2)n1-c1ccc(Cl)cc1)N1CCc2ccccc21
    -3, 32%, 1%, 0%, nt, 9%, nt, -4%, 28%
- COc1ccc(-n2nnc3c(=O)n(Cc4ccccc4C)cnc32)cc1
    -10, 23%, -15%, 4%, -15%[59 µM], 8%, -31%, 0%, 5%
- COc1ccc(N2CCN(C(=O)CSc3nc4ccccc4c(=O)[nH]3)CC2)cc1
    -2, -5%, -20%, -21%, 2%[59 µM], 30%[activator], 5%, 5%, 2%
- COc1ccc(NC(=O)C2=C(C)Nc3ncnn3C2c2cccn2C)cc1 (configuration not stated)
    -2, -2%, 0%, 0%, -2%[59 µM], 19%, -4%, 1%, 22%[57 µM]
- Cc1cccc(Cn2cc3c(=O)n(Cc4cccc(F)c4)nc-3c3ccccc32)c1
    -3, -9%, ?, 0%, 24%, -15%, 0%, -3%, ?
- CCC(C(=O)N(C)Cc1ccccc1)n1nc(C)c2sc3ccccc3c2c1=O (configuration not stated)
    -3, 3%, -22%, -16%, 1%[59 µM], -6%, 1%, 3%, 9%
- COc1ccccc1-c1nnc(SCC(=O)O)n1-c1ccccc1
    -4, -17%, -1%[11.4 µM], -5%, -27%, -4%, -12%, 5%, 49%[activator]
- CC1CCCC(NC(=O)c2ccc(F)c(S(=O)(=O)N3CCOCC3)c2)C1C (configuration not stated)
    -4, -17%, -12%, 0%, -34%, -1%, 0%, 7%, 20%

Screens deposited in PubChem by National Center for Advancing Translational Sciences (NCATS).
